uPA generation – cell surface uPA generation inhibition; cell surface uPA generation assay, qHTS; Potency, µM (doses to about 38.3 µM), for the others: at the top dose activity change, negative = inhibition, most hits filed as inhibitors; 330,000 tested, 0.31% active; active = well fitted inhibition curve with a large enough effect; inconclusive = small, poorly fitted or top-dose-only effect; inactive = no such curve, though single readings can be large or run the other way; tested in mouse RAW 264.7 cells; note: % is set by controls: 0 for no effect and ±100 for the full control effect; nearly all actives have a fitted effect of over 55% in size
Rab9 prom act – activates the Rab9 promoter | 320,000 tested, 2.8% active | Huh7 Rab9 promoter-luciferase reporter, luminescence, 24 h | Potency, µM (series often up to 9.22 µM), inactives show at the top dose activation, negative = inhibition, hits mostly activators; note: % of control where 0% means no effect; nearly all actives have a fitted effect of over 60% in size
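Cells were plated at 1500 per well in reduced-serum medium with 10% FBS and left 2 h. Compound in DMSO was then added for 24 h at 37 °C. Reporter signal was read by luminescence after 10 min with luciferase detection reagent.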
VP16 counter – counter-screen for ROR gamma inhibitors: Gal4-VP16 reporter; Drosophila S2 Gal4-VP16 UAS-luciferase, luminescence, 20 h; Potency, µM (series often up to 53.6 µM), without a hit: at the highest dose activity, negative = inhibition, most hits filed as inhibitors; 310,000 tested, 3.5% active; AID 2546;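 note: Gal4-VP16 expression switched on by copper sulfate through the metallothionein promoter; % is set by controls: 0 for no effect and ±100 for the full control effect; nearly all actives have a fitted effect of over 50% in size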
FLuc counter – firefly luciferase modulation, counter-screen for miR-21 project; purified FLuc, Km substrates, luminescence inhibition; Potency, µM (highest dose often 57.5 µM), inactives show at the highest dose activity change, negative = inhibition, hits mostly inhibitors; 360,000 tested, 6.9% active;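 note: plate controls were vehicle for no effect and reference inhibitor for full effect; nearly all actives have a fitted effect of over 55% in size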
Target sequence (P08659 whole entry, looked up): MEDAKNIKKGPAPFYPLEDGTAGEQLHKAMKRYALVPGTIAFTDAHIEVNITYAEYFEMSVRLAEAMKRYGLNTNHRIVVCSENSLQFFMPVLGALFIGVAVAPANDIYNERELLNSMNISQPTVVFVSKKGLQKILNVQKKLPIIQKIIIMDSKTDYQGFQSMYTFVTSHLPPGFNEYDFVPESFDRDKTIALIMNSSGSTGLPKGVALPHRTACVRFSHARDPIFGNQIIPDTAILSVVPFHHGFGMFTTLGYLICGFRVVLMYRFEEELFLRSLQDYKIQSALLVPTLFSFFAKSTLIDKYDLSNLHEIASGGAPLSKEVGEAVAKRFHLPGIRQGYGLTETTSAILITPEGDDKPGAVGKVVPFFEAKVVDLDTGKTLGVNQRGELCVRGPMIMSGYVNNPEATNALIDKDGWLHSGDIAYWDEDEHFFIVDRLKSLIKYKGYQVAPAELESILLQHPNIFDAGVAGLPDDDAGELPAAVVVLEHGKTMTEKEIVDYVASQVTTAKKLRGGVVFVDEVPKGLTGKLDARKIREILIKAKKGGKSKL
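Purified P. pyralis luciferase (10nM final) with 10uM D-luciferin and 10uM ATP (Km levels) in 50mM Tris acetate pH 7.5, 10mM Mg acetate, 0.01% Tween-20, 0.05% BSA; qHTS 6-point titration, ~60 µM downward; luminescence read.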
RORg inh – inhibitors of mouse ROR gamma transcriptional activity | AID 2551 | 310,000 tested, 5.4% active | Potency, µM (doses to about 53.6 µM), inactives show at the top dose activity change, negative = inhibition, actives largely listed as inhibitors | P51450 | Drosophila S2 Gal4-RORgamma UAS-luciferase reporter, 20 h; note: % is set by controls: 0 for no effect and ±100 for the full control effect; nearly all actives have a fitted effect of over 60% in size
Target sequence (P51450 whole entry, looked up, the tested form may be a part): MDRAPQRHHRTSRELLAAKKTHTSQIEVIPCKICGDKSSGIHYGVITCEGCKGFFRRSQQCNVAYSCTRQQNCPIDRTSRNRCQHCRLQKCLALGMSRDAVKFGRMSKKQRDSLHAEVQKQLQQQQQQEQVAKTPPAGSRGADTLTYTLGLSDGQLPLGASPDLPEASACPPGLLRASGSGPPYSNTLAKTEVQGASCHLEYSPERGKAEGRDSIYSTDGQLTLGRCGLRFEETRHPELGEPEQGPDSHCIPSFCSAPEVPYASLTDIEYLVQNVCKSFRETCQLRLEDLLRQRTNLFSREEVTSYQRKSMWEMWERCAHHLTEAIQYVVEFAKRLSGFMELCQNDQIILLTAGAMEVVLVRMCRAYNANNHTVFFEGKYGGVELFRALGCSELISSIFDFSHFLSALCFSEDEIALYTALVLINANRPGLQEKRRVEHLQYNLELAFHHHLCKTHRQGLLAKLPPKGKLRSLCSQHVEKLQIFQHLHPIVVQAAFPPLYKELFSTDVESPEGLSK
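A Gal4/UAS one-hybrid system in insect cells: metallothionein-promoter Gal4–ROR gamma fusion plus Photinus luciferase reporter. Copper sulfate 700 uM final, 20 hr ambient incubation, luminescent detection after 10 min with reagent.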
ELG1 genotoxic – inducers of genotoxicity in HEK293T ELG1-luciferase cells | 330,000 tested, 1.3% active | Potency, µM (series often up to 46 µM), for inactives: at the top dose activity change, positive = activation, usual class: activators | HEK293T ELG1-luciferase reporter, luminescence, 16 h; note: % of control where 0% means no effect; nearly all actives have a fitted effect of over 60% in size
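Luminescence read-out: rising ELG1-luciferase signal, reflecting elevated ELG1 protein under genetic stress, flags genotoxic compounds. Cells were treated for 16 hr at 37 °C before ONE-Glo detection.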
MLL CXXC-DNA inh – inhibitors of human MLL CXXC domain-DNA interaction. Q03164. MLL-CXXC / FITC-HOXA9 DNA fluorescence polarization. Potency, µM (series often up to 115 µM), inactives show at the highest dose activity change, negative = inhibition, usual class: inhibitors. 290,000 tested, 0.037% active; active = well fitted inhibition curve with a large enough effect in the polarisation, with a control signal flat, not every such curve was filed as active; inconclusive = small, poorly fitted or top-dose-only effect, or effect the other way, or a change in a side signal; inactive = no such curve, though single readings can be large or run the other way; the % refers to the polarisation
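Purified MLL-CXXC (added from a 7 uM solution) was preincubated 5 min at ambient with pinned compounds in 50 mM Tris-HCl pH 7.5, 50 mM NaCl, 1 mM DTT, 0.05% BSA. Fluorescein-labeled HOX-A9 DNA (50 nM solution) followed, 30 min, then polarization read.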
MBNL1-CUG inh – blocks human MBNL1 binding to CUG repeat RNA | Q9NR56 | TR-FRET MBNL1-His/biotin-(CUG)12 binding, 665/545 ratio | Potency, µM (doses to about 57.5 µM), for inactives: at the highest dose activity change, negative = inhibition, most hits filed as inhibitors | 280,000 tested, 0.036% active | AID 2675; active = well fitted inhibition curve with a large enough effect in the signal ratio, with a control signal flat, not every such curve was filed as active; inconclusive = small, poorly fitted or top-dose-only effect, or effect the other way, or a change in a side signal; inactive = no such curve, though single readings can be large or run the other way; the % refers to the signal ratio; note: % is set by controls: 0 for no effect and ±100 for the full control effect
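Inhibition of protein-RNA binding appears as loss of TR-FRET between terbium anti-His antibody on MBNL1-His and streptavidin-XL665 on biotin-(CUG)12. Activity is normalized to buffer-only and uninhibited-complex controls.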
BRCA1 expr act – activators of BRCA1 expression; 380,000 tested, 1.1% active; MCF7-BRCA1-FFLuc reporter, luminescence, 48 h; response scale: scaled: vehicle 0%, 10 µM genistein 100%; Potency, µM (top dose mostly 46.1 µM), inactives show at the top dose activation, most hits filed as activators; AID 624202; note: nearly all actives have a fitted effect of over 80% in size; some results filed as inactive show a strong effect at the top dose
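First, MCF7-BRCA1-FFLuc cells (2000/well) attach for 2 h; next, compounds are pin-added and incubated 48 h at 37 °C; finally, luciferase reagent is added and luminescence read after 15 min.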
p53 reactivation – re-activators of mutant p53 | H1299 p53-A138V BP100-luciferase reporter, luminescence, 24 h | Potency, µM (highest dose often 92.2 µM), for the others: at the top dose activity change, positive = activation, most hits filed as activators | 320,000 tested, 0.063% active | AID 504706; note: % of control where 0% means no effect; nearly all actives have a fitted effect of over 45% in size
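H1299 (p53-null), stable ts p53-A138V + BP100-Luc; 1000 cells/well, Opti-MEM/10% FBS; cpd 4 pt, 1:5; 24 h, 37 deg C, 5% CO2; detection reagent 10 min RT; luminescence.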
NPC1 promoter act – NPC1 promoter activation | Huh7 NPC1 promoter luciferase reporter, 24 h | Potency, µM (highest dose often 9.22 µM), without a hit: top-dose activation, actives largely listed as activators | 320,000 tested, 2.4% active;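 note: % of control where 0% means no effect; nearly all actives have a fitted effect of over 60% in size; reporter is driven by a mutant NPC1 promoter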
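Huh7 cells stably carrying NPC1 promoter–luciferase, plated in Opti-MEM with 10% FBS for 2 h, were exposed to compound in DMSO for 24 h at 37 °C; luciferase reagent was added for 10 min and luminescence read.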
An asterisk follows results filed as active; ? = inconclusive; · = no result given; & = joins results of further samples; [ ] = remark or other dose. Unless noted, calls come from the whole dose curve; as a rule, active = well fitted curve in the direction sought with a large enough effect; inconclusive = small, poorly fitted or top-dose-only effect, or another doubt; inactive = no such curve, though single readings can be large; an effect the other way counts as inactive or inconclusive. Potency is the fitted concentration of half-maximal effect. Some of the compounds tested; rates above refer to the full screens.

Compound | uPA generation | Rab9 prom act | VP16 counter | FLuc counter | RORg inh | ELG1 genotoxic | MLL CXXC-DNA inh | MBNL1-CUG inh | BRCA1 expr act | p53 reactivation | NPC1 promoter act
C=CCN1C(=O)CSc2ccc(C(=O)N3CCC4(CC3)OCCO4)cc21 | · | -4% | -10% | -1% | 13% | 2% | 3% | -11% | -5% | -5% | -2%
C=CCN1C(=O)NC(=O)/C(=C/c2ccc(OC)c(CSc3ccccn3)c2)C1=O | 2% | 6% | ? | ? | -4% | 0% | ? | -2% | -28% | 0% | -2%
COC(=O)C1=C(c2cccc(C#N)c2)C[C@@H]2CC[C@H]1N2C(=O)NCCNC(C)=O | -11% | -5% | · | -3% | · | 2% | · | · | -4% | 5% | -1%
CN(C)CCC=C1c2ccccc2CCc2ccccc21 | 20% | -13%[46.1 µM] | 9% | -3% | 26% | -2% | 9%&3% | 13% | -7% | -6% | -13%[46.1 µM]
CCc1cn(C2CC(O)C(CO)O2)c(=O)[nH]c1=O (configuration not stated) | 10µM* | -3% | · | -31% | · | 1% | · | · | -33% | 1% | 0%
Cc1ccc(Oc2cc(NN3CCCCC3)c([N+](=O)[O-])cc2[N+](=O)[O-])c([N+](=O)[O-])c1 | 6% | -2% | -7% | 2% | 19% | -3% | -8% | 5% | 0% | · | -1%
CN1CCC2(O)OCCCC2C1 (configuration not stated) | 4% | -4% | 11% | -2% | 11% | -2% | 31%[activator] | -15% | -16% | 1% | -5%
O=c1c2ccccc2nc(/C=C/c2ccc(O)cc2)n1-c1ccccc1O | -5% | -3% | 10% | ? | 23% | -6% | 30%[activator] | · | -8% | 0% | -1%
O=C1C2CCN(CC2)C1Cc1ccc(OCCOc2ccccc2)cc1 (configuration not stated) | -2% | 9% | 3% | ? | -13%[10 µM] | 3% | 4% | -1% | -22% | 1% | 3%
COC(=O)OCC12CCC(O1)C1(C)C(=O)OCC21 (configuration not stated) | 3% | 2% | 3% | 2% | -10% | -1% | -7% | -1% | 2% | -2% | -4%
Cn1c(O)c(C(=Nc2ccccc2)SCc2ccccc2Cl)c(=O)n(C)c1=O | -15% | 1% | -5% | ? | ? | -11% | -20% | -3% | -75% | 5% | -2%
COc1ccc(OC)c(NP(=O)(Oc2ccc(Cl)cc2)Oc2ccc(Cl)cc2)c1 | -2% | -7% | -15% | 0% | ? | -8% | 6% | · | 7% | 3% | -4%
O=[N+]([O-])/C(Cl)=C1\NCCN1Cc1ccc(Cl)nc1 | 2% | 2% | 5% | -2% | 34% | 2% | 4% | 10% | 0% | 0% | -3%
O=c1[nH]c(=O)n(-c2cccc3ccccc23)c(O)c1C=NCCCn1ccnc1 | 2% | -4% | -3% | 4% | -4% | -1% | -14% | -14% | 2% | -1% | -2%
O=c1[nH]c(=O)n(-c2ccccc2)c(O)c1C=NC12CN3CN(CN(C3)C1)C2 | · | -1% | -4% | -3% | -4% | 6% | 0% | 0% | · | 2% | -8%
CCn1c(C)c(C(=O)Nc2ccc(OC)cc2)c2cc(OC)ccc21 | -3% | ? | -1% | ? | 28% | ? | -11% | 12% | 48% | 11% | ?
CN1CCC(OC(=O)c2cccc(F)c2)CC1 | -9% | 2% | 4% | -2% | 9% | -2% | -5% | -6% | 16% | -2% | 1%
COC(=O)C1=C(c2cccc(OCc3ccccc3)c2)C[C@@H]2CC[C@H]1N2C(=O)NCc1ccc(F)cc1 | ? | -2% | · | 4% | · | -6% | · | · | -4% | 9% | -2%
C/C(=N\NC(=O)c1ccccc1O)c1c(O)n(C2CCCCC2)c(=O)[nH]c1=O | 15% | -1% | 11µM* | 27µM* | 5µM* | 5% | 10% | 1% | -2% | 21% | 2%
Cc1cccc(-n2c(O)c(C=Nc3ccccc3N)c(=O)[nH]c2=O)c1 | · | -1% | 16% | ? | ? | 0% | 14% | 22% | -31% | ? | 6%
Cc1cc(OC(C)C(=O)NCC(O)c2ccccc2)c2c3c(c(=O)oc2c1)CCCC3 (configuration not stated) | 14% | -2% | 14% | 0% | 9% | 0% | -5% | -6% | -14% | -9% | -6%
Clc1cccc(N2CCNCC2)c1Cl | 1% | -7% | -3% | -2% | ? | -2% | -9% | ? | 1% | -1% | -2%
CCOC(C[n+]1c(-c2ccccc2)cc(C)cc1-c1ccccc1)OCC | -7% | -4% | · | 2% | · | -9% | · | · | -40% | 4% | -3%
O=C1CCCN1C(=O)c1cncc(Br)c1 | 2% | -1% | 12% | 3% | -24% | -1% | 7% | -6% | 7% | 0% | 5%
COc1ccc(CC[n+]2cc(/N=C(\C)[O-])on2)cc1OC | 2% | 0% | -5% | -4% | ? | 2% | 1% | ? | 12% | 2% | -2%

The results go on:
Compound | uPA generation | Rab9 prom act | VP16 counter | FLuc counter | RORg inh | ELG1 genotoxic | MLL CXXC-DNA inh | MBNL1-CUG inh | BRCA1 expr act | p53 reactivation | NPC1 promoter act
COc1ccccc1C1CC2CCC(C1OC(C)=O)N2Cc1ccccc1 (configuration not stated) | -8% | -4% | -2% | 1% | -43% | -5% | 3% | -3% | -27% | -12% | 0%
Cc1c2cnn(CC(=O)N3CCC4(CC3)OCCO4)c(=O)c2c(C)n1Cc1cccc(Cl)c1 | 0% | -1% | -3% | 0% | -14% | -3% | -8% | -1% | -19% | 4% | -2%
Cc1cc(C)cc(-n2c(O)c(C=Nc3ccc(N4CCOCC4)cc3)c(=O)[nH]c2=S)c1 | -10% | -6% | 0% | -7% | -37% | 0% | ? | · | -25% | -6% | 1%
CCN(CC)P(c1n(C)cc[n+]1C)N(CC)CC | 4% | 2% | -8% | -3% | 4% | 0% | 6% | -1% | 0% | 4% | -6%
Cc1nn(Cc2ccccc2Cl)c(C)c1C(=O)OCC(=O)NC1CCS(=O)(=O)C1 (configuration not stated) | 4% | 1% | -3% | -1% | 21% | 0% | 1% | 4% | 8% | 4% | -2%
CC(C)c1ccc(C2N3CCCN23)cc1 (configuration not stated) | 6% | 0% | -7% | -10% | 10% | -4% | 2% | -17%[11.5 µM] | 24% | 7% | -2%
N#Cc1ccc(Cn2cc(C(=O)c3ccco3)c3ccccc32)cc1 | 5% | 0% | 7% | 19µM* | 25% | -2% | 7% | 2% | -63% | 6% | 2%
CCCCn1c(O)c(C(C)=Nc2ccc(OCC)cc2)c(=O)[nH]c1=O | 9% | 0% | -5% | 0% | 9%[10 µM] | -9% | 13% | 8% | -33% | 0% | -1%
Cc1ccc(-c2cn3c(=S)[nH]nc3s2)cc1 | -3% | 6% | ? | -4% | 2.8µM* | -2% | -6% | -2% | -5% | -2% | 0%
C/C=C/c1ccc2c(c1)OCO2 | 15% | 1% | -1%&-1%&-3% | -28% | 3%&-18%&22% | 1% | · | · | 10%&1% | -9% | 3%
CC(=O)c1ccc(OC(NC(=O)c2ccco2)C(Cl)(Cl)Cl)cc1 (configuration not stated) | 8% | 0% | -10% | -2% | 12% | -2% | -3% | -11% | 8% | -2% | -8%
CC(=O)O[C@@]12CO[C@@H]1C[C@H](O)[C@@]1(C)C(=O)[C@H](O)C3=C(C)[C@@H](O)C[C@@](O)([C@@H](OC(=O)c4ccccc4)C12)C3(C)C (some centres not stated) | -11% | -5% | -11% | 0% | -9% | -3% | -1% | -5% | -63% | 3% | -20%
Cc1cccc(-n2c(C)nc3cc(C(=O)N4CCC5(CC4)OCCO5)ccc32)c1 | · | -3% | 2% | 3% | 16% | 4% | 1% | -1% | -72% | -23% | -4%
CC1(C)C2CC=C(CN3CCC(O)CC3)C1C2 (configuration not stated) | · | -4% | -3% | 1% | 1% | 1% | -5% | -2% | 2% | 9% | -1%
CCC(=NCC1CCCO1)c1c(O)n(-c2ccc(OC)cc2)c(=O)[nH]c1=O (configuration not stated) | -15% | -7% | -5% | -1% | 1% | -1% | -3% | · | 6% | -3% | 4%
Fc1ccc(CCNCc2ccc(Br)cc2)cc1 | -3% | -1% | -1% | -2% | -6% | -2% | 8% | · | 15% | -10% | -1%
CCc1ccc(N2C(=O)NC(=O)C(CCc3ccncc3)(CCc3ccncc3)C2=O)cc1 | 0% | -3% | -9% | -2% | 31% | 0% | 0% | -3% | -27% | -10% | -5%
Cc1cccc(NC(=O)CN2CCN(C(=O)COc3cccc(Br)c3)CC2)c1C | -16% | -5% | · | 3% | · | 1% | · | · | -19% | ? | -5%
Cc1ccsc1/C=N/NC(=O)c1cccc(S(=O)(=O)Nc2ccccc2Cl)c1 | 1% | -3% | 3.2µM* | -5% | 2.5µM* | -6% | 18% | 19% | -23% | -15% | -2%
